# Screens (PubChem BioAssay)
# Epigenetic derep: derepresses silenced GFP reporter in murine cells; murine LDR cells, GFP reporter derepression, 30 h; Potency, µM (titrated, usually from 53.9 µM), without a hit: at the highest dose GFP activation, hits mostly activators; actives 0.2% (n = 280,000); active = well fitted activation curve with a large enough effect; inconclusive = small, poorly fitted or top-dose-only effect; note: % of control where 0% means no effect; nearly all actives have a fitted effect of over 60% in size
#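 Reporter derepression read as number of fluorescent GFP-positive objects, 20-120 um in size, counted by laser-scanning cytometer. Mouse LDR line with an epigenetically silenced CMV-GFP locus; compound incubation 30 h, 37 C.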
# An asterisk follows results filed as active; ? = inconclusive. Potency is the fitted concentration of half-maximal effect. Only part of the results is shown; count on the stated rates, not on these rows.
Epigenetic derep	canonical_smiles
12.9%	CCN1CCOC(=O)C1CC(=O)Nc1ccc(C)c(Cl)c1 (stereo not given)
-3.9%	CCC(C)NC(=O)C1=CC(c2ccc3c(c2)OCO3)=NS(=O)(=O)N1C (stereo not given)
-1.4%	CC1=C(C(=O)Nc2cccnc2)C(c2ccccc2)n2nc(SCc3ccccc3)nc2N1 (stereo not given)
-1.3%	Cc1ccc(NC(=O)C2CCN(S(=O)(=O)c3c(C)noc3/C=C/c3cccs3)CC2)cc1F
2.8%	COc1ccc2c(c1)Cc1sc(NC(=O)c3ccccc3C)nc1-2
1.4%	COc1ccc(CCNC(=O)c2cnc3ccc(C)cn3c2=O)cc1
-3.8%	CC1CCN(C(=O)c2c(NC(=O)c3ccccc3Cl)sc3c2CCC(C(C)(C)C)C3)CC1 (stereo not given)
2.9%	CCOC(=O)c1ccc(N2C(=O)c3[nH]nc(-c4ccc(C)cc4)c3C2c2ccc(O)c(OCC)c2)cc1 (stereo not given)
-2.9%	Cc1ccc(-n2c(=O)c3oc4ccccc4c3n(CC(=O)Nc3ccc(F)c(Cl)c3)c2=O)cc1C
-1.0%	COc1cccc(Cn2nnc(C(=O)Nc3cc(C)ccc3C)c2N)c1
-1.0%	O=C1[C@@H]2CSC(c3ccc(Cl)cc3)N2C(=O)N1c1ccccc1 (stereo not given in full)
8.3%	Cc1ccc(NC(=O)Cn2c(=O)n(Cc3ccccc3)c(=O)c3sc4ccccc4c32)cc1
-2.8%	COCCNC(=O)c1cc2c(Cl)nc3ccc(C)cc3c2s1
-4.2%	Cc1cccc(C)c1OCCn1c(C2CC(=O)N(Cc3ccc(F)cc3)C2)nc2ccccc21 (stereo not given)
-2.2%	CCOC(=O)c1c(C)[nH]c(C)c1S(=O)(=O)N(C)CC(=O)N1CCN(c2ccccc2)CC1
-0.7%	CC(=O)N1CCc2cc(S(=O)(=O)NC(CC(C)C)C(=O)NCCc3ccccc3)ccc21 (stereo not given)
-2.3%	CCOc1ccccc1C(=O)Nc1c(C(=O)Nc2ccc(F)cc2)oc2ccccc12
-0.8%	CCOC(=O)c1c(C)n(-c2ccccc2)c2ccc(OC(=O)COc3ccc(Cl)cc3)cc12
0.0%	COc1ccc(C2NC(=O)NC(C)=C2C(=O)Nc2cc(C)cc(C)c2)c(OC)c1 (stereo not given)
1.0%	Cc1ccc(CNC(=O)Cn2nc(C)n3cccc3c2=O)cc1

# (next part)
Epigenetic derep	canonical_smiles
8.1%	COC(=O)c1ccccc1NC(=O)C1=CC(c2ccc(C)cc2)=NS(=O)(=O)N1C
-1.8%	CC(=O)c1cccc(NC(=O)c2noc3c2CCCC3)c1
2.4%	CCc1ccccc1Nc1sc(C(=O)c2cccc(OC)c2)c(N)c1S(=O)(=O)c1ccccc1
-1.4%	Cc1noc2nc(C(=O)O)nc(N3CCCCC3)c12
-1.0%	CCc1ccc(OC(C)C(=O)Nc2c(C(=O)c3ccccc3)oc3ccccc23)cc1 (stereo not given)
-1.8%	COc1ccc(-c2cc(C(=O)N3CCCCC3C)no2)cc1OC (stereo not given)
-0.7%	CC(C)OC(=O)C(C(=O)C(F)(F)F)c1cc(NS(=O)(=O)c2ccc3c4c(cccc24)C(=O)N3)ccc1O (stereo not given)
-0.2%	CC(C)c1ccc(N2C(=O)CSC23C(=O)N(Cc2ccccc2F)c2ccccc23)cc1 (stereo not given)
0.9%	COc1ccc(S(=O)(=O)N(CC(=O)NCCSc2ccc(C)cc2)c2ccc(C)cc2)cc1
-0.1%	CCN(CC)S(=O)(=O)c1ccc2c(c1)c(=O)c(C(=O)N(C)Cc1ccccc1)cn2C
6.6%	COc1ccccc1NC(=O)CSc1nnc2c3ccccc3n(C(C)C)c2n1
-3.7%	Cc1ccc(NC(=O)CN(C)S(=O)(=O)c2ccc3c(c2)n(C)c(=O)c(=O)n3C)c(C)c1
-2.5%	CCc1ccc(NCc2cc3cc4c(cc3n(CC(=O)Nc3ccc(F)cc3)c2=O)OCCO4)cc1
-0.6%	CCCCN1CC(c2nc3ccccc3n2CCCCOc2ccc(C)cc2C)CC1=O (stereo not given)
0.1%	CCC(=O)N1CCc2cc(S(=O)(=O)NCCC(=O)Nc3ccc(N(CC)CC)cc3C)ccc21
1.1%	CCOc1ccccc1CNC(=O)c1ccc2c(c1)N(Cc1ccc(C)cc1)CCS2
0.8%	Cc1ccc2oc(-c3ccc(C)c(NC(=O)/C=C/c4ccc(Cl)cc4)c3)nc2c1
0.2%	COc1cccc(-c2nc(SCc3ccc(C)cc3)n3[nH]c(=O)cc3n2)c1
2.7%	CCOc1ccc(CNC(=O)C2CCN(c3nnc(-n4cccc4CNc4ccc(C)cc4)s3)CC2)cc1OC
0.7%	Cc1ccc(-c2onc(C)c2C)cc1S(=O)(=O)NCc1ccc(N(C)C)cc1

# More structures
Epigenetic derep	canonical_smiles
-1.8%	Cc1ccc(S(=O)(=O)c2nc(-c3ccc(F)cc3)oc2SCC(=O)c2ccccc2)cc1
0.0%	CCCSc1ncc(Cl)c(C(=O)Nc2scc(-c3ccc(C)cc3)c2C(=O)OCC)n1
-0.6%	COc1ccc(-c2nnc(SCC(=O)N3CCCCC3)o2)cc1
3.8%	COc1ccc(NC(=O)CCSc2nc(-c3ccco3)cc(C(F)(F)F)n2)cc1
2.9%	Cc1nc2sccn2c(=O)c1S(=O)(=O)Nc1cccc(Cl)c1C
0.0%	CCCCSc1nnc2n(-c3cccc(C)c3)c(=O)c3c4c(sc3n12)CCCC4
6.3%	CCN(CC)CCCNC(=O)CN1C(=O)COc2ccc(S(=O)(=O)N3CCC(C)CC3)cc21
0.0%	CCOc1ccc2c(c1)c(=O)c(C(=O)c1ccccc1)cn2Cc1ccccc1
0.2%	O=C(CNS(=O)(=O)c1ccc(Br)s1)N1CCN(c2ccccc2F)CC1
7.3%	CC(=O)c1ccc(NC(=O)CSc2ccc(-c3cccs3)nn2)cc1
0.0%	CCc1ccccc1NC(=O)Cn1c(=O)n(CCCCCC(=O)NCc2ccc(C)cc2)c(=O)c2sccc21
-0.2%	COc1ccccc1N1CCN(C(=O)CN2C(=O)COc3ccc(S(=O)(=O)N4CCCCCC4)cc32)CC1
-1.7%	CCC(=O)N1CCc2cc(S(=O)(=O)NC(Cc3ccccc3)C(=O)NCc3ccccc3)ccc21 (stereo not given)
-0.5%	O=C(NCCC1=CCCCC1)c1ccc2c(c1)N(Cc1ccccc1)C(=O)c1ccccc1S2=O (stereo not given)
-1.0%	COc1cccc(NC(=O)CCSc2nc(-c3ccco3)cc(C(F)(F)F)n2)c1
-0.5%	Cc1ccc(-c2nc3cc(NC(=O)c4cc5ccccc5o4)ccc3o2)cc1
1.1%	CN(C)c1ccc(NC(=O)CCSc2nc(-c3ccco3)cc(C(F)(F)F)n2)cc1
0.2%	Cn1c(=O)c(=O)n(C)c2cc(S(=O)(=O)Nc3ccc(Cl)c(C(F)(F)F)c3)ccc21
-6.8%	Cc1ccc(S(=O)(=O)c2nc(S(C)(=O)=O)sc2N(C)Cc2ccccc2)cc1
0.1%	CCCCc1nc2ccccc2n2c(-c3ccc(OC)cc3)c3c(=O)n(C)c(=O)n(C)c3c12

# (continued)
Epigenetic derep	canonical_smiles
-2.9%	COc1ccc(NC(=O)c2ccc3c(=O)n4nc(Nc5ccccc5C)sc4nc3c2)cc1Cl
1.0%	Cc1ccc(OCCn2cc(C(=O)c3cccs3)c3ccccc32)cc1
?	CCOc1ccc(-c2cc(-c3nc(-c4ccc(OC)c(OC)c4)no3)[nH]n2)cc1
0.9%	COc1ccc(CCNC(=O)Cn2c(-c3cccs3)cc3cc(F)ccc32)cc1OC
12.9%	Cc1cccc(Cn2c(COc3ccccc3)nc3ccccc32)c1
0.8%	CC(=O)N1CCc2c(sc3c2c(=O)n(-c2ccc(F)cc2)c(=O)n3Cc2ccc(C#N)cc2)C1
-0.8%	Cc1ccc(Cl)cc1NC(=O)C(NS(=O)(=O)c1cccc2nsnc12)c1ccccc1 (stereo not given)
2.8%	COc1ccc(CNc2nc(-c3ccc(Cl)cc3)nn2S(=O)(=O)c2ccc(C)cc2)cc1
0.9%	CC(C)NC(=O)CSc1cn(CC(=O)N2CCCCCC2)c2ccccc12
0.0%	Cc1cc2oc(=O)c(CC(=O)O)c(C)c2c2occ(-c3ccc(F)cc3)c12
-1.5%	Cc1ccc(C)c(NC(=O)Cn2c(=O)n(Cc3nc(C)no3)c(=O)c3cc4c(cc32)OCO4)c1
0.0%	Cc1nc2nc(NC(=O)c3ccc(C(C)(C)C)cc3)[nH]n2c(=O)c1Cl
-0.9%	COc1ccc(CCNC(=O)c2ccc(Cn3c(=O)c4ccccc4n(Cc4cccc(Cl)c4)c3=O)cc2)cc1OC
1.41µM*	Cc1ccc2nc(/C(C#N)=C/c3ccc(-c4ccc(C(=O)OC(C)C)cc4)o3)[nH]c2c1
-4.3%	COc1ccc(-n2ccnc(NCc3ccccc3OC)c2=O)cc1
0.5%	CC(C)CCNc1nc2c(-c3ccccc3)nnn2c2ccccc12
17.0%	COc1ccc2c(c1)c1c(c(=O)n(Cc3ccccc3)c(=O)n1CC(=O)Nc1ccccc1F)n2C
?	CCc1ccc(CNC(=O)Cn2ccc3cc(S(=O)(=O)N4CCCCCC4)ccc32)cc1
1.4%	CCOC(=O)CCn1c(=O)c2cccn2c2cccnc21
-4.0%	CCc1noc(-c2ccc(N3CCCCC3)c([N+](=O)[O-])c2)n1

# Continuation:
Epigenetic derep	canonical_smiles
3.5%	COC(=O)CSc1ncc2c(n1)-c1ccccc1N(Cc1cccc(F)c1)S2(=O)=O
-2.4%	Cc1cccc(C(=O)N(Cc2ccco2)Cc2ccccc2F)c1
-1.8%	CCCCN(CC)CCNC(=O)c1cn(CCOC)c(=O)c2c1c1ccccc1n2C
-3.7%	Cn1c(=O)oc2cc(S(=O)(=O)N3CCC(C(=O)NCc4ccccc4)CC3)ccc21
-1.1%	CC(=O)c1ccc(NC(=O)CSc2nnc(N)s2)cc1
0.1%	COc1ccc(CNC(=O)C2=CC(c3ccc(OC)c(OC)c3)=NS(=O)(=O)N2C)cc1
2.0%	CCCC1=Nc2cc(C(=O)N3CCC(C)CC3)ccc2Sc2ccc(C)cc21
0.0%	COC(=O)c1ccc(Cn2c(SCc3ccccc3F)nc3ccncc32)cc1
0.0%	CCNc1nc2c(c(=O)n(C)c(=O)n2C)n1CC(O)COc1ccccc1 (stereo not given)
1.9%	CCOC(=O)c1c(NC(=O)C(C)Oc2ccccc2F)sc(C(C)=O)c1C (stereo not given)
1.8%	COC(=O)c1ccc(OC)c(Cn2c(=O)n(-c3cccc(Cl)c3)c(=O)c3c4c(sc32)CN(C(C)=O)CC4)c1
1.1%	COc1ccc(NC(=O)c2cnc[nH]2)cc1
2.9%	O=C(CSCc1cnn(-c2ccccc2)c1-n1cccc1)NCc1ccccc1F
-0.8%	COc1ccc(Nc2nnc(-c3cc4c(ccc5ccccc54)oc3=O)s2)cc1
-2.3%	Cc1ccc(N2CCN(C(=O)c3nn(C)c4c3CSc3ccccc3-4)CC2C)cc1 (stereo not given)
1.2%	COc1ccc(NC(=O)CC2C(=O)N(c3ccccc3)C(=O)N2CCc2sccc2C)cc1 (stereo not given)
-0.1%	CCOC(=O)c1cc(NC(=O)c2ccc(OC)cc2)c(=O)n2c1oc1ccc(Cl)cc12
0.2%	COc1cc(C(CC(=O)Nc2cc(C)ccc2C)N2Cc3ccccc3C2=O)cc(OC)c1OC (stereo not given)
0.0%	CC(CCO)Nc1nc2c(c(=O)n(C)c(=O)n2C)n1Cc1ccc(Br)cc1 (stereo not given)
4.0%	COc1ccc(NC(=O)c2cc3c(=O)[nH]c4ccccc4c3n2C)cc1Cl

# 14 structures from above, ordered by SMILES length, falling.
Epigenetic derep	canonical_smiles
1.8%	COC(=O)c1ccc(OC)c(Cn2c(=O)n(-c3cccc(Cl)c3)c(=O)c3c4c(sc32)CN(C(C)=O)CC4)c1
0.1%	COc1ccc(CNC(=O)C2=CC(c3ccc(OC)c(OC)c3)=NS(=O)(=O)N2C)cc1
0.2%	COc1cc(C(CC(=O)Nc2cc(C)ccc2C)N2Cc3ccccc3C2=O)cc(OC)c1OC (stereo not given)
1.2%	COc1ccc(NC(=O)CC2C(=O)N(c3ccccc3)C(=O)N2CCc2sccc2C)cc1 (stereo not given)
3.5%	COC(=O)CSc1ncc2c(n1)-c1ccccc1N(Cc1cccc(F)c1)S2(=O)=O
-2.3%	Cc1ccc(N2CCN(C(=O)c3nn(C)c4c3CSc3ccccc3-4)CC2C)cc1 (stereo not given)
0.0%	CC(CCO)Nc1nc2c(c(=O)n(C)c(=O)n2C)n1Cc1ccc(Br)cc1 (stereo not given)
-1.8%	CCCCN(CC)CCNC(=O)c1cn(CCOC)c(=O)c2c1c1ccccc1n2C
2.0%	CCCC1=Nc2cc(C(=O)N3CCC(C)CC3)ccc2Sc2ccc(C)cc21
2.9%	O=C(CSCc1cnn(-c2ccccc2)c1-n1cccc1)NCc1ccccc1F
0.0%	COC(=O)c1ccc(Cn2c(SCc3ccccc3F)nc3ccncc32)cc1
-2.4%	Cc1cccc(C(=O)N(Cc2ccco2)Cc2ccccc2F)c1
-1.1%	CC(=O)c1ccc(NC(=O)CSc2nnc(N)s2)cc1
1.1%	COc1ccc(NC(=O)c2cnc[nH]2)cc1

# (cont.)
Epigenetic derep	canonical_smiles
15.5%	CCOc1ccc2c(c1)c(=O)c(S(=O)(=O)c1ccc(F)cc1)cn2CC(=O)Nc1ccccc1C
1.9%	Cc1ccc(NC(=O)Cc2coc3c(C)c(C)ccc23)cc1Cl
1.8%	Cc1ccc(Cn2c(=O)n(Cc3ccccc3)c(=O)c3oc4ccccc4c32)cc1
-0.1%	CC(C)Cn1c(=O)c2sccc2n2c(CCCC(=O)NCC(C)c3ccccc3)nnc12 (stereo not given)
-0.4%	COCCCNC(=O)CSc1nc(-c2ccc(OC)c(OC)c2)[nH]c1-c1ccc(F)cc1
0.0%	CCCCN(C(=O)C1CCC(CNS(=O)(=O)c2cccc3nsnc23)CC1)c1ccccc1 (stereo not given)
-1.9%	O=C(c1ccccc1Cl)n1nc(-c2cccnc2)nc1NCc1ccc(F)cc1
